esBAF inh: SWI/SNF esBAF complex inhibition. mouse ES cells, Bmi1-luciferase knock-in reporter, 24 h; 100% = twice the neutral-well signal. reporter increase, % at 12.5 µM. 350,000 compounds, 2% hits. AID 602393; in the data active = activation above about 40%;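 note: 0% = median of the plate's neutral control wells and 100% = double that signal; a rise in the Bmi1 reporter signal indicates esBAF inhibition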
INS-1E GSIS act: GLuc luminescence reporter in INS-1E cells, primary screen for activators of glucose-dependent secretion of insulin. INS-1E GLuc reporter insulin secretion, 2-3 h. activation, % at 16.6 µM. 370,000 compounds, 0.61% hits;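 active = lowest replicate activation of at least 40%, so every replicate reaches that level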;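 note: 0% = median of neutral control wells and 100% = median of IBMX positive control wells; some compounds called inactive have numbers as strong as hits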
ARNT TACC3 PPI: disruptors of human ARNT/TACC3 interaction. AlphaScreen His-ARNT PAS-B/GST-TACC3 binding, luminescence; TACC3 fragment carries E629A point mutation. Q9Y6A5. 390,000 compounds, 0.66% hits. inhibition, % at 9.99 µM;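 active = mean inhibition of replicates at least 50% and at least half of replicates each reaching 50%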;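 note: 0% = complete ARNT plus TACC3 wells and 100% = ARNT alone without TACC3; many hits fall short of the cut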
Numbers without * were called inactive; x = not tested or not shown. These rows are one share of the data. The share of hits here may be higher or lower than overall.

SMILES	esBAF inh	INS-1E GSIS act	ARNT TACC3 PPI
O=C(CSc1nnc(-c2ccc(F)cc2)o1)N1CCN(C(=O)c2ccco2)CC1	7	-5	x
CCn1c(SC)nnc1-c1ccc(S(=O)(=O)N2CCCCC2)cc1	-9	1	x
CC(C)(C)c1ccc(-c2noc(CCC(=O)NCC3CCCO3)n2)cc1 (stereo unspecified)	-74	-14	x
CC12C(=O)N(c3nccs3)C(=O)C1C1C=CC2C1 (stereo unspecified)	x	14	-4
CC(C)(C)n1ncc2c(=O)n(CC(=O)NCc3ccc(F)cc3)cnc21	x	15	-13
CCOC(=O)c1ccc(NC(=O)CCC(=O)OC)cc1	x	5	-3
Cc1c(NC(=O)OCCNC(=O)COc2ccc(Cl)cc2Cl)sc(=S)n1C	x	-15	2
O=C(Nc1ccc2ccccc2c1)c1ccc(NS(=O)(=O)c2ccc(Br)s2)cc1	x	-29	4
Cc1ccc(Cl)cc1NC(=O)C(Cc1ccccc1)N1C(=O)C2C3CCC(C3)C2C1=O (stereo unspecified)	x	-26	33
Cc1nnc(NC(=O)CSc2nnc3scc(-c4ccc(C)c(C)c4)n23)s1	x	5	-3
O=C(COC(=O)c1n[nH]c(=O)c2ccccc12)c1ccc(Cl)cc1	x	2	6
COc1ccc(-c2cc(C(=O)NC(C)C)no2)cc1	x	-1	8
Cc1ccc(/C=C/C(=O)N2CCCN(C(=O)/C=C/c3ccc(C)cc3)CC2)cc1	x	-23	-20
Cc1ccc(N2CCN(CCCCN3C(=O)C4CCCN4C3=O)CC2)cc1 (stereo unspecified)	x	-4	-37
O=S(=O)(Cc1cc(Sc2ccc(Cl)cc2)nc(-c2ccccc2)n1)c1ccccc1	x	-15	2
Cc1ccccc1N=C(NOCc1ccc(Cl)cc1Cl)c1nonc1N	x	19	2
CC1CCN(C(=O)C2CCN(S(=O)(=O)c3cccnc3)CC2)CC1	x	-4	-1
O=[N+]([O-])c1ccc(Oc2cccc(Br)c2)c2ccncc12	x	29	5
CCC(C)[C@H](NC(=O)NCCCN1CCOCC1)C(=O)OC (stereo partly specified)	x	-9	-5
COc1ccc(C2C(=O)N(C3CCCCCC3)CC(=O)N2Cc2ccccc2)cc1OC (stereo unspecified)	x	-3	2
CCc1nnc(NC(=O)C2COc3ccccc3O2)s1 (stereo unspecified)	x	-5	-7
COc1ccccc1/C=C/C=N/N1CCN(Cc2ccccc2)CC1	x	-13	6
CC(=O)/C(=C\Nc1ccc(OCc2ccccc2)cc1)c1ccccc1	x	-20	20
Cc1cc(/C=N/n2cnnc2)c(C)n1-c1ccc(OCc2ccc(Cl)cc2)cc1	x	-32	-1
COc1ccc(C(=O)Nc2ccccc2)cc1S(=O)(=O)Nc1cc(C)on1	x	31	-4

Carrying on.
SMILES	esBAF inh	INS-1E GSIS act	ARNT TACC3 PPI
CCN(CC)CCCN(Cc1cc2cc(OC)ccc2[nH]c1=O)C(=O)Nc1ccc(F)cc1	x	-18	1
O=C(CN(CCc1ccccc1)C(=O)CN1C(=O)COc2ccccc21)NCc1ccco1	x	-3	-5
COCCN(CC(=O)NC1CCCCC1)C(=O)CSc1nc2ccccc2o1	x	-13	-3
Cc1ccc(S(=O)(=O)N(C)CC(=O)N2CCCC2)cc1	x	9	3
O=C(c1ccco1)n1c(=S)nc2ccccn21	x	4	-4
c1ccc2nc3c(nc2c1)c1ccccc1n3CCN1CCOCC1	x	72*	5
Cc1nnc(SCC(=O)Nc2ccc(N3CCOCC3)cc2)n1-c1ccccc1	x	10	3
c1coc(-c2nc3nc4ccccc4nc3n2CC2CCCO2)c1 (stereo unspecified)	x	24	-4
COC(=O)c1c(-c2ccc(C)cc2)csc1NC(=O)Cc1ccc(OC)c(OC)c1	x	-20	0
COc1ccc(NC(=O)CCN2C(=O)C3CC=C(Cl)CC3C2=O)cc1 (stereo unspecified)	x	6	4
CC(=O)N1N=C(N)SC1c1cccc([N+](=O)[O-])c1 (stereo unspecified)	x	8	-1
C/C(CCC1CC(C)OC1=O)=N/Nc1nc(-c2ccccc2)cs1 (stereo unspecified)	x	-14	32
O=C(CNS(=O)(=O)c1cccc2nsnc12)NC1CCCCC1	x	8	-8
Cc1ccc(-c2c(C#N)c(N)n(-c3ccccc3)c(=O)c2C#N)cc1	x	-7	-3
COC(=O)CCC(=O)Nc1ccc(Br)cc1	x	-10	-2
O=S(CC(O)COCc1ccc(Cl)cc1)c1ccccn1 (stereo unspecified)	x	36	-1
O=C1C(Cl)=C(N2CCOCC2)C(=O)N1CCc1ccccc1	x	8	-2
Cc1ccc2c(c1)CCCN2C(=O)c1ccco1	x	38	-2
O=C(Cn1nnc(-c2ccccc2Cl)n1)N/N=C/c1ccc(-c2cccc(Cl)c2)o1	x	-12	-6
CCOc1cc(/C=N\NC(N)=O)cc(Br)c1OC(C)C	x	6	24
Cc1cccc2c1CC(C)(C)N=C2C1=C(O)CC(C)(C)CC1=O	x	12	-6
Cn1c(Cn2nnc(-c3ccccc3)n2)nnc1SCc1ccccc1Cl	x	-12	1
O=C(NCCCO)c1ccc2[nH]c3c(c2c1)CCCC3	x	11	-13
COc1ccccc1NC(=O)c1ccccc1-c1nc(-c2ccccc2OC)no1	x	9	3
Cc1nnc2sc(-c3csc4c3CCCC4)nn12	x	20	5

Continued.
SMILES	esBAF inh	INS-1E GSIS act	ARNT TACC3 PPI
CCC(=O)Nc1ccc(S(=O)(=O)c2ccc(NC(=O)CC)cc2)cc1	x	13	0
O=C1c2oc3ccccc3c(=O)c2C(c2cccc(Br)c2)N1Cc1ccco1 (stereo unspecified)	x	-28	-10
O=C(NCCN1CCOCC1)C(=O)NCC1CCCO1 (stereo unspecified)	x	6	-8
Cc1noc(C)c1C(=O)N1CCCc2ccccc21	x	14	4
CCN1C(=O)N(c2ccc(Cl)cc2)C(C)=CC1(C)C	x	32	-14
O=C(OC1CCCCC1)c1ccc(NC(=O)C2CCCCC2)cc1	x	-14	4
COc1cccc(-c2nnc(SCc3nc4ccccc4[nH]3)n2N)c1	x	-1	-33
Clc1ccc(-c2nnc(CSc3nnc(-c4cccs4)o3)o2)cc1	x	-17	-4
Cc1ccc(C)c(CSc2ncccc2C(=O)O)c1	x	6	-19
CCOC(=O)CSC1=Nc2ccccc2C2=NC(CC(=O)NCc3ccc(OC)cc3)C(=O)N12 (stereo unspecified)	x	0	-3
C=CCNC(=O)c1cc(-c2ccc(Br)cc2)on1	x	15	-9
COc1ccccc1NC(=O)Cn1cnc2sc(C)c(S(=O)(=O)N3CCCCC3)c2c1=O	x	-16	-22
COC(=O)c1cc(C#N)c(Oc2ccccc2OC)nc1C	x	-7	-17
Cc1ccc(NC2c3ncccc3C(=O)N2C2CCCCC2)cc1 (stereo unspecified)	x	56*	10
O=C(O)CN=C1NC2(CCCCC2)Cc2ccccc21	x	-3	-5
O=C(N/N=C1/CC(c2ccccc2)Oc2ccccc21)C1CC1 (stereo unspecified)	x	5	-2
Cc1ccc2nc(SCC(=O)Nc3cc([N+](=O)[O-])ccc3F)[nH]c2c1	x	-28	11
O=C1c2ccc3c4c(ccc(c24)C(=O)N1NC(=O)C(F)(F)F)CC3	x	8	-14
Cc1c(NC(=O)CSc2nnc(C(C)Oc3ccc(Cl)cc3)n2-c2ccccc2)c(=O)n(-c2ccccc2)n1C (stereo unspecified)	x	-13	-7
Clc1ccc(-n2ncc3c(N4CCCC4)ncnc32)cc1	x	21	-1
O=c1c2c(n3cnnc3n1C1CCCCC1)-c1ccccc1CC21CCCCC1	x	-8	4
CCC(=O)NCCc1cc2cc(C)c(C)cc2[nH]c1=O	x	3	-3
Cc1ccc(C(=O)N2CCN3C(=O)c4ccccc4C23c2ccc(Cl)cc2)cc1 (stereo unspecified)	x	-28	0
COc1ccc(C(=O)Nc2ccc(C(=O)Nc3nccs3)cc2)cc1[N+](=O)[O-]	x	-4	-14
CC(Cc1ccccc1)NC(=O)/C=C/c1ccc([N+](=O)[O-])cc1 (stereo unspecified)	x	-18	-15

Further results follow.
SMILES	esBAF inh	INS-1E GSIS act	ARNT TACC3 PPI
CCNc1nc(NC(C)C)nc(OCCOC(=O)c2ccccc2)n1	x	0	2
Cc1cccc(-n2ccnc2SCC(=O)Nc2ccc3c(c2)OCCO3)c1	x	10	41
CCOC(=O)C1=C(O)C(Nc2nccs2)(C(F)(F)F)N=C1C (stereo unspecified)	x	7	-1
Cc1cc(NC(=O)CSc2ccc3ccccc3c2)no1	x	5	-3
CCOC(=O)C1=NN(c2ccccc2)C2=NC(C)=C(C(=O)OC)C(c3ccc(C)cc3)N12 (stereo unspecified)	x	-8	2
CCC(=O)N1CCN(c2nc3ccccc3s2)CC1	x	11	-2
O=C(CSc1nnnn1-c1ccc2c(c1)OCO2)NCc1ccccc1	x	35	-1
Cc1ccccc1NS(=O)(=O)c1ccc(OCC(=O)NCc2cccnc2)cc1	x	2	3
COC(=O)c1cc2ccsc2n1CC(=O)Nc1ccc(N(C)C)cc1	x	11	-8
COc1ccccc1N1CCN(C(=O)CSc2nc3ccccc3o2)CC1	x	-6	7
O=C(OC1C2CCC1C1CN(CCc3ccccc3)CC12)c1ccccc1 (stereo unspecified)	x	31	-16
CC(C)C(=O)NC(NC(=S)Nc1ccc(S(N)(=O)=O)cc1)C(Cl)(Cl)Cl (stereo unspecified)	x	3	-20
Nc1nc(N2CCN(C(=O)c3ccco3)CC2)nc2ccccc12	x	25	-7
COC(=O)CN(c1ccc(F)cc1)S(=O)(=O)c1ccc2c(c1)OCCO2	x	18	9
C/C(=N\Nc1nc2ccccc2[nH]1)c1ccc(C)o1	x	-5	27
N=c1ccn(Cc2ccc(Cl)cc2Cl)cc1	x	-10	0
CCC(CC)c1nnc(NC(=O)c2cc(-c3ccccc3)nc3ccccc23)s1	x	12	-12
COC(=O)CSc1cc([N+](=O)[O-])cc2c1c(C1OCCO1)nn2-c1ccccc1	x	51	-1
Cc1ccc(CNC(=O)c2nc3nc(C)cc(C)n3n2)cc1	x	17	-6
CN(C)CCCn1c(NCc2ccc3c(c2)OCO3)nc2ccccc21	x	7	4
O=S(=O)(c1ccccc1)n1c(C(O)c2ccccn2)cc2ccccc21 (stereo unspecified)	x	7	3
Oc1ccc(N2CCN(C(=S)NCCc3ccccc3)CC2)cc1	x	-17	7
Cc1nc2nc(-c3cccs3)cn2nc1C	x	15	-8
CC(SC(=S)N1CCOCC1)C(=O)O (stereo unspecified)	x	4	-1
Cn1ccnc1SCC(=O)NC1CC1	x	11	3
N#Cc1nc(-c2ccc(Cl)cc2)oc1N1CCCCC1	x	11	26
CCN(c1ccc2c(c1)OCO2)S(=O)(=O)c1cc(Br)cc2c1N(C(=O)C1CC1)CC2	x	-12	8
CCc1nnc(N2C(=O)c3cccc4cccc(c34)C2=O)s1	x	20	-2

28 structures already listed, arranged by molar mass, rising:
SMILES	esBAF inh	INS-1E GSIS act	ARNT TACC3 PPI
Cn1ccnc1SCC(=O)NC1CC1	x	11	3
Cc1nc2nc(-c3cccs3)cn2nc1C	x	15	-8
CC(SC(=S)N1CCOCC1)C(=O)O (stereo unspecified)	x	4	-1
N=c1ccn(Cc2ccc(Cl)cc2Cl)cc1	x	-10	0
C/C(=N\Nc1nc2ccccc2[nH]1)c1ccc(C)o1	x	-5	27
CCC(=O)N1CCN(c2nc3ccccc3s2)CC1	x	11	-2
N#Cc1nc(-c2ccc(Cl)cc2)oc1N1CCCCC1	x	11	26
Cc1ccc(CNC(=O)c2nc3nc(C)cc(C)n3n2)cc1	x	17	-6
Cc1cc(NC(=O)CSc2ccc3ccccc3c2)no1	x	5	-3
CCc1nnc(N2C(=O)c3cccc4cccc(c34)C2=O)s1	x	20	-2
CC(Cc1ccccc1)NC(=O)/C=C/c1ccc([N+](=O)[O-])cc1 (stereo unspecified)	x	-18	-15
Nc1nc(N2CCN(C(=O)c3ccco3)CC2)nc2ccccc12	x	25	-7
CCOC(=O)C1=C(O)C(Nc2nccs2)(C(F)(F)F)N=C1C (stereo unspecified)	x	7	-1
Oc1ccc(N2CCN(C(=S)NCCc3ccccc3)CC2)cc1	x	-17	7
CCNc1nc(NC(C)C)nc(OCCOC(=O)c2ccccc2)n1	x	0	2
CN(C)CCCn1c(NCc2ccc3c(c2)OCO3)nc2ccccc21	x	7	4
COC(=O)c1cc2ccsc2n1CC(=O)Nc1ccc(N(C)C)cc1	x	11	-8
O=S(=O)(c1ccccc1)n1c(C(O)c2ccccn2)cc2ccccc21 (stereo unspecified)	x	7	3
O=C(CSc1nnnn1-c1ccc2c(c1)OCO2)NCc1ccccc1	x	35	-1
COC(=O)CN(c1ccc(F)cc1)S(=O)(=O)c1ccc2c(c1)OCCO2	x	18	9
COc1ccccc1N1CCN(C(=O)CSc2nc3ccccc3o2)CC1	x	-6	7
COc1ccc(C(=O)Nc2ccc(C(=O)Nc3nccs3)cc2)cc1[N+](=O)[O-]	x	-4	-14
Cc1ccc(C(=O)N2CCN3C(=O)c4ccccc4C23c2ccc(Cl)cc2)cc1 (stereo unspecified)	x	-28	0
Cc1ccccc1NS(=O)(=O)c1ccc(OCC(=O)NCc2cccnc2)cc1	x	2	3
COC(=O)CSc1cc([N+](=O)[O-])cc2c1c(C1OCCO1)nn2-c1ccccc1	x	51	-1
CCOC(=O)C1=NN(c2ccccc2)C2=NC(C)=C(C(=O)OC)C(c3ccc(C)cc3)N12 (stereo unspecified)	x	-8	2
CC(C)C(=O)NC(NC(=S)Nc1ccc(S(N)(=O)=O)cc1)C(Cl)(Cl)Cl (stereo unspecified)	x	3	-20
CCN(c1ccc2c(c1)OCO2)S(=O)(=O)c1cc(Br)cc2c1N(C(=O)C1CC1)CC2	x	-12	8
